# From PubChem
# RGS7-Gao – modulates binding of RGS7 to human Galphao | 220,000 tested, 0.35% active | binding response (% of control), % at 10 µM | AID 1439 | Multiplexed bead flow cytometry; actives lie on both sides | P09471; in the data active means binding response below about 49% or above about 150%; inconclusive means no clear call, values can overlap the other calls; inactive means in between;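 further: fluorescent Galphao held in activated GDP-AlF4 state binding bead-coupled RGS7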
# Mcl-1 Bim block – human Bim-Mcl-1 interaction inhibition; inhibition, % at 10 µM; Q07820; 190,000 tested, 0.1% active; Bead-based flow cytometry, Bim peptide-Mcl-1 binding;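 further: 0% = no compound tracer wells and 100% = peptide blocker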
# Target sequence (Q07820 whole entry, looked up): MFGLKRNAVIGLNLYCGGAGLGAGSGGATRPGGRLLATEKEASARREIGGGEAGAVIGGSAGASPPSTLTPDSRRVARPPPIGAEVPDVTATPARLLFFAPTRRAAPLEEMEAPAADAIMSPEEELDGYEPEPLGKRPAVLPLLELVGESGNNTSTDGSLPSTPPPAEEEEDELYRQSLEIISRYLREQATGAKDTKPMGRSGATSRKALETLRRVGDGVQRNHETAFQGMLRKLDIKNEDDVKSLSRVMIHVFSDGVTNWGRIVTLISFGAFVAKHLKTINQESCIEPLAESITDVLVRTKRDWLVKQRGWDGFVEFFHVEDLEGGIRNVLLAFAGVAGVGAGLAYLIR
# RGS8-Gao reg – modulates binding of RGS8 to human Galphao | AID 1423 | response (percent of control binding), % at 10 µM | 220,000 tested, 0.34% active | multiplexed bead flow cytometry; actives lie on both sides | P09471; in the data active means response below about 60% or above about 140%; inactive means in between;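 further: Galphao activated as the GDP aluminium fluoride complex binding bead-coupled RGS8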
# Bim-Bcl-XL – disrupts Bim peptide binding to human Bcl-XL | Q07817 | bead flow cytometry, fluorescence | inhibition, % at 10 µM | 190,000 tested, 0.04% active | AID 1007
# RGS4-Gao reg – human RGS4-Galphao interaction regulation; P09471; Multiplexed bead flow cytometry, RGS4-Galphao binding; actives lie on both sides; binding response (% of control), % at 10 µM; 220,000 tested, 0.33% active; AID 1415; in the data active means binding response below about 49% or above about 150%; inactive means in between;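 further: fluorescent Galphao activated with aluminum fluoride binding bead-coupled RGS4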
# Bfl-1 Bim block – inhibitors of Bim-Bfl-1 interaction, human; Q16548; Bead-based flow cytometry, Bim-Bfl-1 binding inhibition; inhibition, % at 10 µM; 190,000 tested, 0.12% active; AID 1008;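 further: 0% = wells without compound plus tracer and 100% = blocker peptide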
# Bcl-W Bim block – inhibitors of Bim-Bcl-W interaction, human; Q92843; bead-based flow cytometry, Bim peptide-Bcl-W binding; inhibition, % at 10 µM; 190,000 tested, 0.02% active; AID 952;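 further: 0% = bound tracer without compound and 100% = peptide blocker; higher means less fluorescent Bim peptide bound to Bcl-W beads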
# Target sequence (Q92843 whole entry, looked up): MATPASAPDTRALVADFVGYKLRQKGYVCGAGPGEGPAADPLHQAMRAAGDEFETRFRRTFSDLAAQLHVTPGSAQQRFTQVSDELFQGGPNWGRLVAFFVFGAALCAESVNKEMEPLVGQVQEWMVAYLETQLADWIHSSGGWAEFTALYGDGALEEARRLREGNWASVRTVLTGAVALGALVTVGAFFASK
# GSH bead fluor – GSH bead compound fluorescence profile; GSH beads flow cytometry, compound fluorescence 488/530 nm; hits give high values; fluorescence (KMESF) at 10 µM; 190,000 tested, 0.25% active; AID 1776; in the data active means fluorescence above about 89;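 further: glutathione beads carrying GST-tagged Bcl family fusion proteins plus one bare bead set; values are compound well signal with DMSO vehicle wells as background; inactives centre near 16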
# Mcl1 Bid PPI – disrupts binding of human Mcl-1 to Bid peptide; inhibition, % at 21.7 µM; TR-FRET Mcl-1/Bid-Dy647 peptide binding, 1536-well; 220,000 tested, 0.97% active; AID 1021;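 active means compounds that cut the binding signal by more than half at the single screening dose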;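 further: His-tagged Mcl-1 with europium anti-His antibody binding Bid BH3 peptide; 0% = Mcl-1 plus peptide wells and 100% = peptide-only wells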
# Bcl-B Bim block – inhibitors of Bim-Bcl-B interaction, human. 190,000 tested, 0.073% active. inhibition, % at 10 µM. bead-based flow cytometry, Bim peptide-Bcl-B binding;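 further: 0% = tracer peptide without compound and 100% = reference inhibitor peptide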
# Bim-Bcl-2 – disrupts Bim peptide binding to human Bcl-2; 190,000 tested, 0.06% active; inhibition, % at 10 µM; Bead-based flow cytometry, Bim peptide-Bcl-2 binding; AID 950; in the data active means inhibition above about 40%; inconclusive means no clear call, values can overlap the other calls;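 further: 0% = no compound wells with probe peptide and 100% = reference peptide inhibitor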
# Target sequence (P10415 whole entry, looked up): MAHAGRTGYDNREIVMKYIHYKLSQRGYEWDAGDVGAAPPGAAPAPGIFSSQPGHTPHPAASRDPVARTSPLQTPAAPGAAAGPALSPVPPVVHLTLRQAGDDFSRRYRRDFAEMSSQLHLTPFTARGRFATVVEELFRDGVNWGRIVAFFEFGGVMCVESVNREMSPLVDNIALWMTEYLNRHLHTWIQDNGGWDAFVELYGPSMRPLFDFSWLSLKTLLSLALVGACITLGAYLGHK
# Active calls of the source: *; ? = inconclusive; & = joins results of further samples. Unless noted, no stated cut-off is given here; in the data, active means inhibition above about 40%.
SMILES,RGS7-Gao,Mcl-1 Bim block,RGS8-Gao reg,Bim-Bcl-XL,RGS4-Gao reg,Bfl-1 Bim block,Bcl-W Bim block,GSH bead fluor,Mcl1 Bid PPI,Bcl-B Bim block,Bim-Bcl-2
COc1ccc(CNC(=S)Nc2cc(C)cc(C)c2)cc1,102,-1,104,-3,104,-14,-1,25,-19,-8,-10
Cc1ccc(N2CC(C(=O)NCc3ccccn3)CC2=O)cc1 (stereo not drawn),98,-2,102,0,97,0,3,17,9,-1,0
CCN=C1S/C(=C\c2cc(OCC)c(O)cc2Br)C(=O)N1CC,97,-2,102,-6,101,3,-1,10,-57,-8,1
C/C(=N/NC(=O)CNC(=O)c1cccnc1)c1cccc([N+](=O)[O-])c1,98,-1,100,0,99,-4,-1,13,-5,-4,0
CN(CCO)c1cc(NCCCN2CCC(Cc3ccccc3)CC2)c2nonc2c1[N+](=O)[O-],108,3,108,-1,118,-2,0,25,-29,-7,2
Cc1cccc(/C=N/Nc2ccc3ccccc3n2)c1,99,-1,108,-5,103,-6,-3,12,-17,-5,-3
CC(C)CCC(CCN1CCOCC1)c1ccc2c(c1)OCO2 (stereo not drawn),98,-6,100,-9,101,-21,-1,27,7,-10,-14
O=C(NCC1CCCO1)c1cccc(N2C(=O)C3C4C=CC(C4)C3C2=O)c1 (stereo not drawn),101,-3,104,-2,102,-13,0,24,-5,-10,-10
CC(C)(C)OC(=O)N[C@@H](CC(=O)OCc1ccccc1)C(=O)O,95,0,98,-2,97,-4,1,10,-13,-2,0
O=C1C(=O)N(CCCN2CCOCC2)C(c2cccs2)/C1=C(/O)c1ccc2c(c1)OCO2 (stereo not drawn),104,10,98,0,101,-1,7,9,-23,1,2
O=C(NCCO)Nc1ccc(Cl)cc1,96,0,94,0,91,-4,-2,10,-10,-3,-1
COc1ccc(OCCSc2nc(C)nc3ccccc23)cc1,102,0,101,-1,101,-5,0,11,0,-6,-4
CC(NCc1ccccc1Cl)C(=O)Nc1ccc(S(=O)(=O)N2CCCC2)cc1 (stereo not drawn),100,-6,104,-9,104,-2,-5,13,21,-9,-7
COc1ccc(-c2csc(NC(=O)c3ccc(N4C(=O)CCC4=O)cc3)n2)cc1OC,102,0,105,-2,102,-6,-1,13,-5,-5,-4
O=C(/C=C/c1ccccc1)NNC1=NS(=O)(=O)c2ccccc21,100,9,99,9,104,12,4,19,-11,2,2
Cc1cccc(/C(N)=N/OC(=O)Cc2ccccc2)c1,110,-1,102,-4,104,2,0,20,-4,-2,0
Nc1nonc1C(=O)N/N=C/c1ccc(-c2cccc([N+](=O)[O-])c2)o1,101,0,101,0,103,-1,0,18,-32,3,0
Fc1ccc(C2CC(c3ccccc3)n3ncnc3N2)cc1 (stereo not drawn),103,0,100,-2,102,-3,0,13,-10,0,-3
CCOC(=O)c1c(NC(=O)CN2CCC(C)CC2)sc(C)c1C,100,-2,98,-5,96,-5,-4,11,-31,-3,-5
NC(=O)c1nn(-c2ccccc2)nc1N,100,-3,103,-1,100,0,0,13,7,-3,1
COc1ccccc1CN(Cc1nc2ccccc2c(=O)[nH]1)C(=O)Nc1ccccc1C,99,-3,103,-1,100,-4,-1,23,-9,-2,-1
Cc1ccc(/C=N/NC(=O)CSc2nc3ccccc3o2)cc1,100,-3,98,-2,100,-3,-6,19,-27,-5,-3
CC(C)CCNC(=O)C(c1cccs1)N(CC1CCCO1)C(=O)Cn1nnc2ccccc21 (stereo not drawn),106,0,104,-6,102,-14,0,8,6,-8,-13
CCOC(=O)c1cnc(SC)nc1Sc1cc(Cl)ccc1Cl,89,-3,89,-5,92,-2,0,22,-3,-2,3
CC(=O)NC(=S)Nc1ccc(S(=O)(=O)Nc2nc(C)cc(C)n2)cc1,100,-3,98,-3,97,5,0,18,-30,-4,2
COc1ccc(C(CC(=O)O)NC(=O)COc2ccccc2OC)cc1OC (stereo not drawn),101,0,102,0,101,-2,-1,15,-14,0,-1
CCN1CCCC1CNS(=O)(=O)c1cc(Br)cc2c1N(C(=O)C1CC1)CC2 (stereo not drawn),100,0,102,-1,101,0,-2,11,-20,-2,-2
Cc1ccc(SCc2[nH]nc3c2C(C(C)C)C(C#N)=C(N)O3)cc1 (stereo not drawn),98,-4,100,0,97,0,0,12,-3,0,2
CCOc1ccc2nc(Cl)c(C3CC(c4ccco4)=NN3S(=O)(=O)c3ccccc3)cc2c1 (stereo not drawn),99,-2,100,-1,98,3,-3,9,-4,-4,5
COc1cccc(C2c3c(oc4ccc(F)cc4c3=O)C(=O)N2CCN2CCOCC2)c1OC (stereo not drawn),99,-2,102,-4,103,-4,0,26,-6,-6,-5

# Single records, as listed above. Order of values: RGS7-Gao	Mcl-1 Bim block	RGS8-Gao reg	Bim-Bcl-XL	RGS4-Gao reg	Bfl-1 Bim block	Bcl-W Bim block	GSH bead fluor	Mcl1 Bid PPI	Bcl-B Bim block	Bim-Bcl-2
# Cc1cccc(/C(N)=N/OC(=O)Cc2ccccc2)c1 reads 110	-1	102	-4	104	2	0	20	-4	-2	0
# COc1cccc(C2c3c(oc4ccc(F)cc4c3=O)C(=O)N2CCN2CCOCC2)c1OC (stereo not drawn) reads 99	-2	102	-4	103	-4	0	26	-6	-6	-5

# 6 compounds from above, reduced to Bcl-W Bim block, RGS4-Gao reg and Bcl-B Bim block:
Molecule	Bcl-W Bim block	RGS4-Gao reg	Bcl-B Bim block
CCOC(=O)c1cnc(SC)nc1Sc1cc(Cl)ccc1Cl	0	92	-2
CC(=O)NC(=S)Nc1ccc(S(=O)(=O)Nc2nc(C)cc(C)n2)cc1	0	97	-4
COc1ccc(C(CC(=O)O)NC(=O)COc2ccccc2OC)cc1OC (stereo not drawn)	-1	101	0
CCN1CCCC1CNS(=O)(=O)c1cc(Br)cc2c1N(C(=O)C1CC1)CC2 (stereo not drawn)	-2	101	-2
Cc1ccc(SCc2[nH]nc3c2C(C(C)C)C(C#N)=C(N)O3)cc1 (stereo not drawn)	0	97	0
CCOc1ccc2nc(Cl)c(C3CC(c4ccco4)=NN3S(=O)(=O)c3ccccc3)cc2c1 (stereo not drawn)	-3	98	-4

# New compounds follow
SMILES,RGS7-Gao,Mcl-1 Bim block,RGS8-Gao reg,Bim-Bcl-XL,RGS4-Gao reg,Bfl-1 Bim block,Bcl-W Bim block,GSH bead fluor,Mcl1 Bid PPI,Bcl-B Bim block,Bim-Bcl-2
Cc1ccsc1/C=N/NC(=O)c1ccccn1,101,-4,101,-5,100,-1,0,5,-14,-4,-4
O=C(O)c1cc(-c2ccccc2)nc2ccccc12,101,-1,100,-2,100,-1,0,21,16&-3,-1,0
CC(=O)Nc1ccnc(-c2cccnc2)n1,99,1,100,0,99,-7,1,24,-4,-5,-4
CCOc1cccc(NC(=O)C(Cc2cccs2)c2nn[nH]n2)c1 (stereo not drawn),97,0,101,-1,102,-16,0,23,16,-4,-7
O=C(NNc1cc(N2CCOCC2)nc(N2CCOCC2)n1)c1ccc(Cl)c(Cl)c1,111,-2,102,-7,106,9,-4,18,-32,-1,-1
Cc1ccc(C)c(N2C(=O)c3ccc(C(=O)OCC(=O)c4c(N)n(C)c(=O)n(C)c4=O)cc3C2=O)c1,93,-4,97,2,89,8,-1,8,-7,1,2
CC[C@H](C)[C@H](NC(N)=O)C(=O)Nc1ccc(C)cc1,105,-4,99,-8,101,-15,-5,20,10,-10,-9
O=C(Nc1ccc2c(c1)OCO2)N1CCN(c2ccccc2)CC1,?,0,103,3,105,-3,1,15,-38,-3,0
COc1ccc(CCN2CN(S(=O)(=O)c3ccccc3)c3nc4ccccc4nc32)cc1OC,93,-4,97,-12,97,-15,-7,17,7,-16,-8
COc1ccc(S(=O)(=O)N(CCc2ccccc2)CC(=O)O)cc1Cl,97,0,101,5,100,-13,1,41,17,-5,-7
CC(C)(C)c1ccc(S(=O)(=O)C(C)(C)C)cc1,106,-1,102,1,103,2,-2,12,4,0,0
CCOC(=O)c1c(C)[nH]c(C(=O)OCC(=O)c2c(N)n(C)c(=O)n(C)c2=O)c1C,100,0,97,0,96,-5,-3,9,-22,-4,0
CCOC(=O)CSc1nc2c(c(-c3ccc(C)o3)c1C#N)CCCC2,88,8,81,8,78,11,7,21,2,4,6
COc1ccc(-n2c(-c3ccc(Br)cc3)c[n+]3c2SC(C)C3)cc1 (stereo not drawn),91,-23,94,-15,90,-3,-11,9,-6,-6,-6

# 7 entries from above, ordered by the number in Mcl1 Bid PPI, high to low:
Structure	Mcl1 Bid PPI
CCOc1cccc(NC(=O)C(Cc2cccs2)c2nn[nH]n2)c1 (stereo not drawn)	16
CCOC(=O)CSc1nc2c(c(-c3ccc(C)o3)c1C#N)CCCC2	2
CC(=O)Nc1ccnc(-c2cccnc2)n1	-4
COc1ccc(-n2c(-c3ccc(Br)cc3)c[n+]3c2SC(C)C3)cc1 (stereo not drawn)	-6
Cc1ccsc1/C=N/NC(=O)c1ccccn1	-14
CCOC(=O)c1c(C)[nH]c(C(=O)OCC(=O)c2c(N)n(C)c(=O)n(C)c2=O)c1C	-22
O=C(Nc1ccc2c(c1)OCO2)N1CCN(c2ccccc2)CC1	-38
